ASAP1 GAP inh = inhibitors of human ASAP1 ArfGAP activity, primary screen, biochemical, fluorescence polarization. ASAP1-stimulated ARF1 GTP hydrolysis, GDP FP detection. actives 0.19% (n = 360,000). inhibition, % at 16.5 µM. Arf-GAP with SH3 domain, ANK repeat and PH domain-containing protein 1 (Homo sapiens), …; in the data active = inhibition above about 25%;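 also: 0% = vehicle with enzyme and substrate and 100% = no enzyme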
SMARCA2 activ = SMARCA2 (BRM) function activators, primary screen, cell-based, luminescence, high throughput. activation, % at 9.1 µM. MG213 cells, MMTV-luciferase reporter, dexamethasone, overnight. actives 1% (n = 370,000); in the data active = activation above about 7.8%;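 also: 0% = vehicle wells and 100% = reference activator wells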
GC-A act = GC-A stimulated cGMP production enhancers – HEK293 GC-A cells, cGMP TR-FRET, EC30 ANP, primary screen; actives 0.14% (n = 370,000); AID 1671463, 2021; activation, % at 10 µM; 0% at EC30 ANP, 100% saturating ANP; in the data active = activation above about 40%
Target sequence (P16066 whole entry, looked up): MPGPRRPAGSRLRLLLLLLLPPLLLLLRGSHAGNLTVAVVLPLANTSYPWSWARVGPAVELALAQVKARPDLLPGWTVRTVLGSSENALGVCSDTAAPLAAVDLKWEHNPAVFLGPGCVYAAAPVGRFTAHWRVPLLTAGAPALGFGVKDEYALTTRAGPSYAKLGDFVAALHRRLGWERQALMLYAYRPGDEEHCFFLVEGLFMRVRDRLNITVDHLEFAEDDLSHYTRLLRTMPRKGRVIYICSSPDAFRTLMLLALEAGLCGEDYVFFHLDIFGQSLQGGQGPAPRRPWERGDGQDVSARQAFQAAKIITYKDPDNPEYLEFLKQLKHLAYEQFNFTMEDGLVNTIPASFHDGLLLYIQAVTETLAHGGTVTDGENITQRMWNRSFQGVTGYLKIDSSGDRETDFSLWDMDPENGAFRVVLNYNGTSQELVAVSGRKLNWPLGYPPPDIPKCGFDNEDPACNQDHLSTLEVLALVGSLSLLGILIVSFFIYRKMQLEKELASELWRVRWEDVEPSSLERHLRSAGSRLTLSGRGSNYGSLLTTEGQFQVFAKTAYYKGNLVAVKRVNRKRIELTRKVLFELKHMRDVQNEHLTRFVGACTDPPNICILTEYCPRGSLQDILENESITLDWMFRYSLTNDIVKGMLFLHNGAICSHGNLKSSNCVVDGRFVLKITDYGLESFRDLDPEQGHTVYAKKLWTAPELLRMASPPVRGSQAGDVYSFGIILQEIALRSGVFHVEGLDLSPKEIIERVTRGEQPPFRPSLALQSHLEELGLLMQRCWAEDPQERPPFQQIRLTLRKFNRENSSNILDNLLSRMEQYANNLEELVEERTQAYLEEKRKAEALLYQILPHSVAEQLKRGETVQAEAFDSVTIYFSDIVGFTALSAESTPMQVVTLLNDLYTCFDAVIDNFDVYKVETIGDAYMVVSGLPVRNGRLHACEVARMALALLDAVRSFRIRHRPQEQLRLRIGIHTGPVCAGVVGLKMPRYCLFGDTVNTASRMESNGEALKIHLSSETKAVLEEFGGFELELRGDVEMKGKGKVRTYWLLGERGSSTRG
PG9 Ab binder = binders of HIV-1 gp120 antibody PG9, primary screen, biochemical, TR-FRET; HIV-1 gp120 / PG9 antibody interaction; TR-FRET gp120-PG9 antibody binding; inhibition, % at 6.7 µM; actives 0.43% (n = 360,000); AID 624416, 2012; in the data active = inhibition above about 8.5%
HTRA1 inhibitor = HTRA1 serine protease inhibitors, primary screen, biochemical, fluorescence polarization, HTS. Q92743. recombinant HTRA1, FP-rhodamine activity-based probe. inhibition, % at 5.96 µM. actives 0.5% (n = 340,000); in the data active = inhibition above about 36%;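 also: 0% = enzyme with DMSO and 100% = wells lacking enzyme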
ARFGAP1 inh = inhibitors of rat ARFGAP1 GAP activity, primary screen, biochemical, fluorescence polarization, GDP tracer. ADP-ribosylation factor GTPase-activating protein 1 (Rattus norvegicus), Q62848. Arfgap1-stimulated ARF1 GTP hydrolysis, GDP FP detection. inhibition, % at 16.5 µM. actives 0.26% (n = 360,000). AID 651572, 2012;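 active = inhibition above a per-plate limit, mean inhibition of low control wells plus 3 SD, cut at about 25% in these data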;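 also: 0% = DMSO wells with enzyme and 100% = wells lacking Arfgap1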
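material = rat Arfgap1 catalytic domain, aa 1-136 | also added = human ARF1(Δ1-17)-GTP substrate | compound dosing = one concentration, 16.5 µM, DMSO 1.26% | times = GTP hydrolysis reaction 2 h at 25 °C | measured by = FP, GDP Alexa 633 tracer displaced from anti-GDP antibody, 620/688 nm | evaluation = percent inhibition of Arfgap1-stimulated GTP hydrolysis | replication = single well per compound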
Rev-erbA mod = modulators of Rev-erb alpha DNA binding, primary screen, biochemical, FITC-DNA, fluorescence polarization, uHTS; Nuclear receptor subfamily 1 group D member 1 (Homo sapiens), P20393; Rev-erbα–FITC-DNA binding, 90 min; activity, % at 10 µM; actives 0.79% (n = 370,000); AID 1259318, 2017;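 active = activity above about 14%, limit read from the data; passing the limit was not always enough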;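 also: 0% = DMSO wells with 35 nM protein and 100% = DMSO wells with 750 nM protein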
GC-B act = human GC-B receptor activators, primary screen, HEK293 GC-B cells, cGMP TR-FRET, EC30 CNP; 0% at EC30 CNP, 100% saturating CNP; AID 1920062, 2024; activation, % at 10 µM; actives 0.11% (n = 370,000);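 active = activation at 10 µM reaching about 35% in either raw or pattern-adjusted values, limit read from the data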
ABHD4 inh = ABHD4 inhibitors, primary screen, biochemical, fluorescence polarization, mouse | inhibition, % at 8.92 µM | purified mABHD4, FP-Rh probe fluorescence polarization | (Lyso)-N-acylphosphatidylethanolamine lipase (Mus musculus), Q8VD66 | actives 0.54% (n = 370,000) | AID 720543, 2013;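 active = inhibition exceeding the mean over every tested compound plus 3 SD, cut at about 30% in these data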;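 also: 0% = plate median of compound wells and 100% = S159A mutant with DMSO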
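System: mouse ABHD4 enzyme, wild type / Medium: HEPES pH 7.0, NaCl, Pluronic buffer / Reagent: FP-Rh activity-based fluorescent probe / Control set: S159A mutant high control, sample median low control / Detection: fluorescence polarization with parallel and perpendicular emission, 525/598 nm / Schedule: 45 min + 60 min at 25 °C / Compound dosing: 8.92 µM, single dose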
rCAG RNA binder = binders of r(CAG) RNA repeats, primary screen, biochemical, fluorescence; r(CAG) RNA repeat, TO-PRO-1 dye displacement fluorescence; inhibition, % at 3 µM; actives 1.3% (n = 370,000); AID 651821, 2012;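 active = inhibition above the plate cutoff, the mean of all test compounds on that plate plus 3 SD, cut at about 35% in these data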;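 also: 0% = DMSO alone and 100% = 100 µM mitoxantrone as full dye displacement; higher means more dye released from RNA so lower well fluorescence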
Numbers without * were called inactive; · = not tested or not shown. Random draw from the library; any-hit rate near 4.4%.

SMILES	ASAP1 GAP inh	SMARCA2 activ	GC-A act	PG9 Ab binder	HTRA1 inhibitor	ARFGAP1 inh	Rev-erbA mod	GC-B act	ABHD4 inh	rCAG RNA binder
C[C@@H]1CN([C@@H](C)CO)C(=O)c2c(c3ccccc3n2C)-c2ccccc2CO[C@H]1CN(C)C(=O)[C@H](Cc1ccccc1)N(C)C	-11	-2	-4	-0.2	2	1	-1	-2	3	6
COc1cc(C)cc2c1OC(c1ccccc1)CC2=O (centres undefined)	0	0	-8	0.7	-2	-1	-1	5	-2	-1
C[C@H](CO)N1C[C@H](C)[C@H](CN(C)C(=O)c2ccccn2)Oc2ncc(Br)cc2C1=O	-10	-3	1	-1.1	3	4	-1	5	-7	0
COC(=O)[C@]12CCCCC=C1N(Cc1ccc(OC)cc1)C(=O)[C@@H]2CC(=O)NCCCCc1ccccc1	·	0	-4	·	·	·	5	6	-9	2
O=C(N/C(=C\c1cccs1)C(=O)N1CCOCC1)c1ccco1	5	1	2	-2.1	3	3	1	4	-2	0
Cc1ccc(C)c(OC(C)C(=O)Nc2nccs2)c1 (centres undefined)	9	-1	-2	-2.7	-1	-7	-3	-5	1	-2
O=C(O)CCn1c(-c2ccccc2)cc2ccccc21	1	1	3	0.6	3	-2	2	5	-3	0
COc1cc2oc(=O)c(Br)c(C)c2c(OC)c1OC	11	0	-11	4.8	0	8	11	-18	7	0
COc1ccccc1NC(=O)COc1ccc(/C=N/NC(=O)c2cccnc2)cc1	7	-1	0	-3.6	-1	1	-4	5	6	-1
CC(C)(C)CC(=O)Nc1nnc(CCc2ccccc2)s1	-1	2	4	-1.5	-4	-8	6	2	-2	-4
COC(=O)c1cnc(Oc2ccc(NC(=O)NC(=O)c3c(OC)cccc3OC)cc2)cc1C(F)(F)F	2	-3	-4	-3.4	-2	2	0	-3	2	0
COc1ccccc1CNS(=O)(=O)CCNC1CCCCC1	4	2	1	-0.9	5	3	-6	-3	10	1
COc1ccc(C)cc1NC(=O)C1CCCN(S(=O)(=O)c2cccs2)C1 (centres undefined)	4	-2	-2	-0.9	-7	-3	0	-3	-3	2
CN(C)C(=O)c1ccc(NC(=O)COC(=O)Cn2cc(C(F)(F)F)ccc2=O)cc1	15	-1	3	-0.4	7	-1	7	-1	0	-1
Cc1ccc(C)c(S(=O)(=O)Nc2ccccc2C(=O)Nc2ccc(S(=O)(=O)Nc3ncccn3)cc2)c1	1	1	0	2.3	1	-1	1	5	7	77*
COC(=O)c1ccccc1NCc1cc(=O)oc2cc(O)c(O)cc12	-10	-2	4	2.6	65*	10	-5	-3	40*	36*
CC(OC(=O)c1ccc2ncsc2c1)C(=O)N(C)C1CCCCC1 (centres undefined)	9	-2	-4	-1.1	2	8	3	-2	2	-2
COc1ccc(C(=O)NCC(=O)OCC(=O)c2cc(OC)c(OC)c(OC)c2)cc1OC	4	-3	2	0.6	-5	-3	-1	1	0	2
COc1ccc(Oc2nc(-c3ccccn3)nc3ccccc23)cc1	-2	8.3*	-40	-0.2	·	-11	0	-20	0	-7
COc1ccc([C@@H]2CC=C(C(=O)O)[C@H](c3cccc(Cl)c3)N2S(=O)(=O)c2ccc(C)cc2)cc1OC	1	0	2	-0.1	-3	13	1	3	10	39*
COC(=O)c1cn(NC(=O)Cc2ccc(OC)c(OC)c2)c(=O)c2ccccc12	6	3	-2	0.6	-3	7	12*	-4	5	2
CC(C)c1cc(CNC(=O)CCc2nnc(CCCCc3ccccc3)o2)on1	15	-2	-1	-2.6	-1	-3	1	-3	0	-9
O=C1C=C(c2ccccc2)OC2(CCCC2)O1	-14	3	-2	-0.6	-3	1	2	2	1	-2
O=C(N/N=C/c1ccc2c(c1)OCO2)C1COc2ccccc2O1 (centres undefined)	-10	8.5*	1	-0.8	-2	6	3	1	-1	0

4 of the entries above in order of their number in PG9 Ab binder, smallest number first.
| Structure | ASAP1 GAP inh | SMARCA2 activ | GC-A act | PG9 Ab binder | HTRA1 inhibitor | ARFGAP1 inh | Rev-erbA mod | GC-B act | ABHD4 inh |
| --- | --- | --- | --- | --- | --- | --- | --- | --- | --- |
| CC(OC(=O)c1ccc2ncsc2c1)C(=O)N(C)C1CCCCC1 (centres undefined) | 9 | -2 | -4 | -1.1 | 2 | 8 | 3 | -2 | 2 |
| COc1ccc(C)cc1NC(=O)C1CCCN(S(=O)(=O)c2cccs2)C1 (centres undefined) | 4 | -2 | -2 | -0.9 | -7 | -3 | 0 | -3 | -3 |
| O=C1C=C(c2ccccc2)OC2(CCCC2)O1 | -14 | 3 | -2 | -0.6 | -3 | 1 | 2 | 2 | 1 |
| COC(=O)c1cn(NC(=O)Cc2ccc(OC)c(OC)c2)c(=O)c2ccccc12 | 6 | 3 | -2 | 0.6 | -3 | 7 | 12* | -4 | 5 |

(more compounds)
SMILES	ASAP1 GAP inh	SMARCA2 activ	GC-A act	PG9 Ab binder	HTRA1 inhibitor	ARFGAP1 inh	Rev-erbA mod	GC-B act	ABHD4 inh	rCAG RNA binder
COc1ccccc1C1C(C(=O)c2sc(C)nc2C)=C(O)C(=O)N1CCN1CCOCC1 (centres undefined)	4	2	1	-1.6	0	10	-5	1	3	1
Cc1ccc(S(=O)(=O)Nc2cccc(C(=O)NCCN3CCOCC3)c2)cc1F	-2	-1	-1	0.0	-1	-13	-6	1	7	7
O=[N+]([O-])c1ccc(Oc2ccc(-c3cnc4ccccc4n3)cc2[N+](=O)[O-])cc1	-8	-1	0	-0.4	0	5	6	-7	1	4
c1coc(Cn2c(SCc3nc4ccccc4[nH]3)nnc2-c2cccs2)c1	-6	-2	-14	-3.3	-5	2	-3	-10	1	14
Nc1[nH]c(C(=O)c2ccc(Br)cc2)c(-c2ccc(Cl)cc2)c1C(=O)NCCc1c[nH]c2ccccc12	2	2	-7	-1.9	·	-4	0	-5	14	6
Cc1ccc(OCc2cc(C(=O)NCC3COCCO3)no2)cc1C (centres undefined)	0	0	5	-2.2	3	-11	-4	6	-4	-1
CN(C(=O)COC(=O)c1ccccc1NC(=O)c1ccco1)C1CCS(=O)(=O)C1 (centres undefined)	-5	-1	-1	0.0	3	-9	-7	-3	2	0
CC(C)c1ccc(NC(=O)Cn2c(=O)oc3ccccc32)cc1	-5	-2	5	-0.6	-7	15	1	0	5	-2
O=C(COc1ccccc1)NCC(=O)Nc1ccncc1	8	3	4	0.0	-4	12	4	-1	-12	-5
Cc1ccc(CCNC(=O)CCS(=O)(=O)c2ccc(Br)cc2)cc1	9	0	2	-1.8	1	-7	1	-3	3	-3
O=C(CCNS(=O)(=O)c1ccccc1)OCc1nc2ccsc2c(=O)[nH]1	-7	-3	-3	-2.7	-2	-7	3	-2	-6	1
O=C(Cn1c2ccccc2c2nc3n(c(=O)c21)CCS3)Nc1ccccc1	-16	-1	0	0.8	-6	10	6	-2	9	0
CCOC(=O)Cn1c2ccc(OC)cc2c2nc3ccccc3nc21	6	0	9	-2.0	-1	3	-39	3	-3	1
C=CC[C@@H](Cc1ccc(F)cc1)C(=O)OC[C@H]1CCCN1C(=O)[C@@H](CC=C)CC(=O)N[C@@H](CO)Cc1ccccc1	0	-6	-3	-1.0	-8	0	0	-2	-10	3
Cc1cccc(C(=O)Nc2nnc(-c3cccnc3)o2)c1	-6	-1	4	0.7	3	9	-2	0	-3	0
O=S1(=O)CCN2C(c3cccc4ccccc34)=CSC2=N1	21	0	0	-1.7	0	-6	1	6	0	-4
CCC(Oc1ccccc1)C(=O)N(CC)CC(=O)NCc1ccc(F)cc1 (centres undefined)	-5	-2	-3	1.5	-3	12	3	-3	3	-4
CC(SC(C)C(=O)NN=Cc1cccc(Cl)c1)C(=O)NN=Cc1cccc(Cl)c1 (centres undefined)	-6	-7	-2	-0.9	6	2	6	3	-2	2
CC(=O)c1ccc(OC(C)C(=O)OCC(=O)NCCc2ccccc2)cc1 (centres undefined)	0	1	0	-0.7	2	-4	3	-1	-3	1
CCOC(=O)N/N=C/c1cccnc1	-1	-1	1	0.6	5	-1	-7	6	-4	0
Cc1cccc(/C=N/N(CCO)C2=NS(=O)(=O)c3ccccc32)c1	1	-2	-8	-3.7	1	-5	-1	4	0	4
COC(=O)[C@H](CC(C)C)N(CCCc1cn(CC2CCCCC2)nn1)S(=O)(=O)c1ccc(F)cc1Br	·	-4	-1	·	·	·	-2	-3	-2	1
COCCCNCC#CCOc1ccc(OC)cc1	4	0	-1	-0.1	6	10	0	5	5	-5
O=C(O)CCC1(CCC(=O)O)CCCC(CCC(=O)O)(CCC(=O)O)C1=O	-13	2	5	0.0	0	-7	-7	6	2	3
COc1nc(Cl)cn(-c2ccc(Cl)cc2)c1=O	-3	-1	6	1.6	5	11	-2	2	6	-2
NC(=O)c1oc2ccc(Cl)cc2c1N	-1	-2	-2	0.5	1	-2	0	-7	-2	-2
CCc1nnc(NC(=O)C2Cc3ccccc3CN2S(=O)(=O)c2cccs2)s1 (centres undefined)	1	2	-2	-0.6	-19	-2	0	0	6	1
CC(/C=C/c1ccco1)=N/NC(=O)Cc1cccs1	3	1	4	-0.2	-2	4	-3	-1	11	19
COc1ccccc1N1CCN(Cc2nc3ccccc3c(=O)n2CC(C)=O)CC1	4	0	1	-2.7	-11	9	-7	-1	-7	-6
O=C(Nc1ccc(C(=O)N2CCCc3ccccc32)cc1)c1cccs1	12	-2	2	-2.2	-29	-11	6	-2	-9	0
O=C(Cn1nnc2ccccc2c1=O)N1CCCc2ccccc21	-4	-1	3	-3.0	1	-8	1	1	-3	-1
COCC(C)n1c(C)cc(C(=O)COC(=O)c2nc3nc(C)cc(C)n3n2)c1C (centres undefined)	11	6	0	-2.2	4	2	0	3	5	1
Cc1ccc(N2C(=O)NC3(CCCCC3)C2=O)cc1	4	-1	-2	-0.7	-1	-3	0	8	4	-3
CC1(C(=O)Nc2ccc(Cl)c(C(F)(F)F)c2)Cc2c(-c3ccc4c(c3)OCO4)ccnc2O1 (centres undefined)	15	0	-5	-0.7	·	-10	3	-7	-8	6
COc1cc(/C=C/C(=O)Nc2cc(C(F)(F)F)ccc2Cl)cc(OC)c1OC	25*	0	11	-2.4	-32	2	4	0	-28	0
COc1cccc(NC(=O)c2ccc(NCCCN3CCC(C)CC3)c([N+](=O)[O-])c2)c1	15	2	-16	-1.8	-36	0	1	0	0	7
CC1CCN(Cc2ccc(-c3nnn(CC(=O)Nc4ccccc4Cl)n3)cc2)CC1	7	-2	-5	0.7	-13	5	-6	0	-7	-5
CCCN1Cc2cccc(C(=O)N3CCN(c4ccc(F)cc4)CC3)c2C1=O	1	-1	-1	-1.1	4	6	5	-3	-2	-8
